# AGP1-GFP MLPCN = yeast TOR pathway AGP1-GFP modulation. AID 2066. 320,000 compounds, 0.02% hits. GFP response vs DMSO, % at 10 µM. S. cerevisiae AGP1-GFP multiplex flow cytometry, 3 h; GFP as percent of DMSO wells;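 active means GFP response relative to DMSO above a set limit, near screen average plus 3 SD, cut at about 150% in these data; inconclusive means fewer than 70 cells counted for the yeast strain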;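 further: median GFP channel fluorescence of the gated AGP1 strain per well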
# GRK2 inh = inhibitors of human GRK2 displacing RNA aptamer; P25098; bead flow cytometry, FAM-aptamer displacement from GRK2; inhibition of aptamer binding, % at 10 µM; 330,000 compounds, 0.59% hits;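 active means inhibition of aptamer binding above 40%, roughly 3 SD of noise, on plates passing a quality check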;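 further: median bead fluorescence of bound FAM aptamer so fluorescent compounds give negative values; no value below 0 was filed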
# Target sequence (P25098 whole entry, looked up): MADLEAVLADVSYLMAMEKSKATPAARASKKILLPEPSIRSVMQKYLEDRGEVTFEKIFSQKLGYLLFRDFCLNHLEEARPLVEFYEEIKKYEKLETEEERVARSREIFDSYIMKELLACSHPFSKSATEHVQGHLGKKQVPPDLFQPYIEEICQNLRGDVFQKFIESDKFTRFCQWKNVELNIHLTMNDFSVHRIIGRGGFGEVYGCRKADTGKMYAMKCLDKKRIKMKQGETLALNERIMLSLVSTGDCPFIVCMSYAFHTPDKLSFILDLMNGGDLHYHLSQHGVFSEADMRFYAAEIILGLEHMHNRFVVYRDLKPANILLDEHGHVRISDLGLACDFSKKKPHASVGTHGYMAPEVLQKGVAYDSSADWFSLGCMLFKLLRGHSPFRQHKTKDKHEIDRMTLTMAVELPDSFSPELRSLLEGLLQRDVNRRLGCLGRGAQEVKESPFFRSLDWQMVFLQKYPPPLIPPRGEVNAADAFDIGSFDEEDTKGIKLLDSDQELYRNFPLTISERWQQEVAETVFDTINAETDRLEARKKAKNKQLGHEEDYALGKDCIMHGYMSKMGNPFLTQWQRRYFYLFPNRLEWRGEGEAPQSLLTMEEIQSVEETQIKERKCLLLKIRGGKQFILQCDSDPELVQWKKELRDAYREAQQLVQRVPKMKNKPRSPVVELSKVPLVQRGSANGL
# RPL19A TOR yeast = yeast TOR pathway RPL19A-GFP modulation. S. cerevisiae RPL19A-GFP strain, flow cytometry, 3 h; hits give low values. percent response vs DMSO, % at 10 µM. 330,000 compounds, 0.3% hits;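 active means percent response vs DMSO below 50%; inconclusive means fewer than 70 events counted for the yeast strain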;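 further: median channel GFP fluorescence of the barcoded RPL19A-GFP strain; ratio of sample median GFP to plate DMSO average so 100% = DMSO; lower means less RPL19A-GFP as with rapamycin TOR inhibition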
# VLA-4 inh = inhibition in a human VLA-4 binding assay; VLA-4 expressing cells, ligand binding flow cytometry; inhibition, % (about 7 µM as worked out from the volumes in the protocol); 330,000 compounds, 0.2% hits; AID 2557; in the data active means inhibition above about 50%
# CIT2-GFP yeast = yeast TOR pathway CIT2-GFP modulation; S. cerevisiae CIT2-GFP strain, flow cytometry, 3 h; 100 means same as DMSO wells; GFP response vs DMSO, % at 10 µM; 320,000 compounds, 0.065% hits;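 active means GFP response relative to DMSO above a set limit, near the screen mean plus 3 SD, cut at about 150% in these data; inconclusive means Fewer than 70 cells measured for a yeast strain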;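 further: ratio of well median GFP fluorescence to mean of DMSO wells on the plate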
# Yeast superoxide = yeast age-related superoxide inhibition as caloric restriction mimetic; S. cerevisiae aged cells, superoxide DHE fluorescence; hits give low values; superoxide response (% of plate mean), % at 10 µM; 330,000 compounds, 0.18% hits; AID 2690;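 active means superoxide response under a set limit, about three screen SD below normal, cut at about 65% in these data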;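 further: yeast aged for seven days with compound at 30 °C before DHE staining; 100% = average MFI of all compound-treated wells on the plate with controls excluded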
# LAP4-GFP MLPCN = yeast TOR pathway LAP4-GFP modulation; S. cerevisiae LAP4-GFP multiplex, flow cytometry GFP, 3 h; median GFP as percent of DMSO wells; GFP response vs DMSO, % at 10 µM; 320,000 compounds, 0.34% hits; AID 2023;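 active means GFP response vs DMSO above a set limit, about the screen mean plus 3 SD, cut at about 150% in these data; inconclusive means under 70 cell events counted for the yeast strain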
# MEP2 TOR yeast = alters MEP2-GFP fluorescence in TOR pathway yeast screen; S. cerevisiae MEP2-GFP strain, flow cytometry GFP, 3 h; 100% = DMSO control level; GFP response vs DMSO, % at 10 µM; 330,000 compounds, 0.51% hits;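 active means GFP response versus DMSO above a set limit, roughly screen mean plus 3 SD, cut at about 180% in these data; inconclusive means fewer than 70 cells counted for a yeast strain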;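 further: median GFP fluorescence of the barcode-gated MEP2-GFP cells per well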
# Starred values were filed as active, the others as inactive; ? = inconclusive; nt = no result given; [ ] = remark or other dose.
SMILES,AGP1-GFP MLPCN,GRK2 inh,RPL19A TOR yeast,VLA-4 inh,CIT2-GFP yeast,Yeast superoxide,LAP4-GFP MLPCN,MEP2 TOR yeast
COc1ccc(C2N(C(=O)CN3CCOCC3)CCN2S(=O)(=O)c2ccccc2)cc1 (stereo unspecified),95,0,98,6,98,92,94,98
COc1ccc(S(=O)(=O)N(C)CC(=O)Nc2ccc(C)cc2)cc1OC,98,3,94,8,94,93,93,105
CCCC(=O)Nc1ccc(Cl)c(NC(=O)CC)c1,106,1,105,-5,107,103,102,115
O=C1NC(=Nc2ccc(Cl)cc2)/C(=C/c2ccco2)S1,106,0,107,2,102,81,99,108
CCC/C(=N/NC(=O)c1ccccc1Cl)c1ccccc1,102,4,111,6,107,83,93,115
CN(c1ccccc1)S(=O)(=O)c1cccc(C(=O)NC2CCCC2)c1,104,2,104,4,109,100,92,105
O=C(CN1CCN(Cc2ccccc2)CC1)N/N=C/c1cccs1,108,0,100,-2,106,113,103,110
Cc1cccc(Cn2c(N3CCN(C)CC3)nc3c2c(=O)[nH]c(=O)n3C)c1,99,2,102,6,103,105,102,110
CC1(C)CC(=O)C(C=NCCN2CCNCC2)=C(O)C1,105,0,102,19,102,87,99,99
COC(=O)Cn1cc(C#N)c2ccccc21,89,1,91,-9,88,90,85,88
Cc1ccn2cc(-c3nonc3C)cc2c1,89,4,94,3,90,95,97,104
CCOC(=O)N1CCN(C(=O)CSc2nnc(-c3ccc(Cl)s3)o2)CC1,100,1,103,20,106,80,97,123
Cc1ccccc1C(=O)NC1CCN(CC(=O)Nc2ccc(Br)cc2)CC1,98,0,99,-7,100,102,98,107
Cc1cc(C)n(-c2nc3ccccc3nc2N2CCC(C)CC2)n1,95,0,95,-12,98,86,101,115
Cn1cc(CN2CCc3c([nH]c4ccccc34)C2C2CCCCC2)cn1 (stereo unspecified),97,0,96,-14,97,86,99,104
C=CCn1c(-c2ccccc2OC)n[nH]c1=S,102,4,85,4,96,94,110,99
CCCCOC(=O)Cn1c(=O)c2c(nc(Br)n2Cc2ccccc2)n(C)c1=O,106,3,102,9,nt,105,90,101
Cc1c(Cl)cnc(NC(=O)COC(=O)C(NC(=O)c2ccco2)C(C)C)c1Cl (stereo unspecified),98,3,98,13,107,100,104,120
Cc1cc(NCCN2CCOCC2)n2nc(C)c(-c3ccc(Cl)cc3)c2n1,112,1,85,6,136,87,134,168
COc1cc(C2C3=C(CC(C)(C)CC3=O)N(C)C3=C2C(=O)CC(C)(C)C3)ccc1O,103,0,107,3,102,108,98,108

# Record cards, from the list above. Order of values: AGP1-GFP MLPCN, GRK2 inh, RPL19A TOR yeast, VLA-4 inh, CIT2-GFP yeast, Yeast superoxide, LAP4-GFP MLPCN, MEP2 TOR yeast
# Record of `Cc1c(Cl)cnc(NC(=O)COC(=O)C(NC(=O)c2ccco2)C(C)C)c1Cl` (stereo unspecified) → 98, 3, 98, 13, 107, 100, 104, 120
# Record of `Cc1cc(NCCN2CCOCC2)n2nc(C)c(-c3ccc(Cl)cc3)c2n1` → 112, 1, 85, 6, 136, 87, 134, 168

# Reprinted from above, 15 compounds:
SMILES,AGP1-GFP MLPCN,GRK2 inh,RPL19A TOR yeast,VLA-4 inh,CIT2-GFP yeast,Yeast superoxide,LAP4-GFP MLPCN,MEP2 TOR yeast
CCCC(=O)Nc1ccc(Cl)c(NC(=O)CC)c1,106,1,105,-5,107,103,102,115
O=C1NC(=Nc2ccc(Cl)cc2)/C(=C/c2ccco2)S1,106,0,107,2,102,81,99,108
CCC/C(=N/NC(=O)c1ccccc1Cl)c1ccccc1,102,4,111,6,107,83,93,115
CN(c1ccccc1)S(=O)(=O)c1cccc(C(=O)NC2CCCC2)c1,104,2,104,4,109,100,92,105
O=C(CN1CCN(Cc2ccccc2)CC1)N/N=C/c1cccs1,108,0,100,-2,106,113,103,110
Cc1cccc(Cn2c(N3CCN(C)CC3)nc3c2c(=O)[nH]c(=O)n3C)c1,99,2,102,6,103,105,102,110
CC1(C)CC(=O)C(C=NCCN2CCNCC2)=C(O)C1,105,0,102,19,102,87,99,99
COC(=O)Cn1cc(C#N)c2ccccc21,89,1,91,-9,88,90,85,88
Cc1ccn2cc(-c3nonc3C)cc2c1,89,4,94,3,90,95,97,104
CCOC(=O)N1CCN(C(=O)CSc2nnc(-c3ccc(Cl)s3)o2)CC1,100,1,103,20,106,80,97,123
Cc1ccccc1C(=O)NC1CCN(CC(=O)Nc2ccc(Br)cc2)CC1,98,0,99,-7,100,102,98,107
Cc1cc(C)n(-c2nc3ccccc3nc2N2CCC(C)CC2)n1,95,0,95,-12,98,86,101,115
Cn1cc(CN2CCc3c([nH]c4ccccc34)C2C2CCCCC2)cn1 (stereo unspecified),97,0,96,-14,97,86,99,104
C=CCn1c(-c2ccccc2OC)n[nH]c1=S,102,4,85,4,96,94,110,99
CCCCOC(=O)Cn1c(=O)c2c(nc(Br)n2Cc2ccccc2)n(C)c1=O,106,3,102,9,nt,105,90,101

# More compounds follow.
SMILES,AGP1-GFP MLPCN,GRK2 inh,RPL19A TOR yeast,VLA-4 inh,CIT2-GFP yeast,Yeast superoxide,LAP4-GFP MLPCN,MEP2 TOR yeast
Cc1ccc(Oc2ncccc2COC(=O)Nc2ccccc2C)cc1,93,0,91,5,nt,105,92,100
CN(Cc1cnn(C)c1)C(=O)C1CCCCC1C(=O)O (stereo unspecified),105,1,101,21,93,111,102,97
Cc1ccc(NS(=O)(=O)c2cc3c4c(cccc4c2)C(=O)NC3=O)cc1,105,3,105,-4,100,102,107,101
CC(=O)Nc1ccc(S(=O)(=O)Nc2ccc3[nH]c(=O)[nH]c3c2)cc1,22[may fluoresce violet],0,44*[may fluoresce violet],2,?,124,107[may fluoresce violet],653*[may fluoresce violet]
CS(=O)(=O)c1ccccc1C(=O)N(CCc1ccccc1)Cc1ccccc1,103,0,104,13,101,104,100,102
O=S(=O)(c1ccc(NC(=S)NCc2cccnc2)cc1)N1CCCCC1,nt,3,102,6,nt,119,nt,102
CSc1ccccc1NC(=O)COc1ccccc1C,94,15,111,-11,107,110,105,109
Cc1cnc([N+](=O)[O-])n1CCOC(=O)NC(=O)c1ccccc1Cl,106,0,99,6,98,111,109,100
O=C(Nc1ccccc1N1CCCCC1)c1ccc(-c2cccc(Cl)c2)o1,105,0,105,3,104,98,112,96
COc1ccc(NC(=O)C/C(C)=N/NC(=O)C(=O)NC(C)C)c(OC)c1,108,0,99,-4,109,94,96,98
CCOc1ccc2[nH]c(=O)c(CN(Cc3nnnn3Cc3ccco3)C3CCCCC3)cc2c1,107,7,nt,16,105,88,103,113
CN1C(=O)C(C)(C)c2cc(S(=O)(=O)N(C)Cc3ccccc3)ccc21,98,6,104,-4,99,104,116,100
CC(C)(C)n1nnnc1C(c1ccccn1)N(Cc1ccccc1)Cc1ccc(Cl)cc1 (stereo unspecified),89,2,90,2,82,84,nt,88
CC1=C(C(=O)N2CCc3ccccc32)C2(CCC(C)CC2)OC1=O (stereo unspecified),97,5,100,-44,86,111,101,94
CCC(=O)Nc1cccc(-c2nnc(-c3cccc(NC(=O)CC)c3)o2)c1,106,0,103,-60,106,108,99,111
CC(=O)O[C@H]1CC[C@@]2(C)[C@@H](CC[C@H]3[C@@H]4CC[C@H](C(C)O)[C@@]4(C)CC(=O)[C@@H]32)C1 (stereo partly specified),82,0,96,18,72,98,122,94
Cn1cccc1CNCc1ccccc1Cl,106,1,102,8,98,111,106,102
CCCCNC(=O)NC1C(NC(=O)NCCCC)N(C)C(=O)N1C (stereo unspecified),106,3,107,6,101,95,108,101
O=S(=O)(Nc1c(O)ccc2ccccc12)c1ccccc1,?,0,42*[may fluoresce violet],-30,?,106,94[may fluoresce violet],237*[may fluoresce violet]
Cc1cccc(CCN2CCC(C(=O)c3ccc(NS(C)(=O)=O)cc3)CC2)n1,94,0,104,3,102,104,106,92
COc1ccccc1-n1c(SCC(=O)Nc2cc(C)on2)nc2c([nH]c3ccccc32)c1=O,94,5,94,4,96,100,91,94
Cc1cc(/C=N/Nc2ccc([N+](=O)[O-])cn2)c(C)n1-c1cccc(C(=O)O)c1,102,7,99,10,92,101,109,107
CCN(CCNC(=O)C1CC(=O)N(CCc2ccccc2)C1)c1ccccc1 (stereo unspecified),91,1,90,-5,96,89,95,97
Cc1ccc(-c2noc(-c3ccccc3C(=O)NCC3CCCO3)n2)cc1 (stereo unspecified),98,1,97,7,?,105,?,?
CCOc1ccc(-c2cc(C)n3nc(C(N)=O)cc3n2)cc1,105,1,nt,19,98,109,98,105
Cc1c(N=CN2CCOCC2)c(=O)n(C)c(=O)n1C,nt,0,97,0,103,94,102,94
C=CCNC(=S)NNC(=O)c1ccccc1,109,2,89,0,89,104,95,93
COc1cc2c(cc1OC)CN(C(=O)c1cccc(S(=O)(=O)N3CCc4ccccc43)c1)CC2,90,3,93,2,95,102,98,96
CC1CCCN(c2nc(N(C)c3ccccc3)nc(N)c2[N+](=O)[O-])C1 (stereo unspecified),105,0,97,20,94,106,111,94
CCOC(=O)c1c(S(=O)(=O)N2CCCC(C(=O)Nc3cccc(C)n3)C2)c(C)n(C)c1C (stereo unspecified),100,4,100,4,108,91,98,110
CCCCCN(C(=O)CCC(=O)OCCOc1cccc(C)c1)c1c(N)n(CCCC)c(=O)[nH]c1=O,116,4,95,4,107,94,116,103
CCc1nnc(NC(=O)CSCc2cc(=O)n3cc(C)sc3n2)s1,100,0,95,-1,98,112,89,80
COc1cccc(-c2nc(NCc3ccccc3)c3ccccc3n2)c1O,101,0,107,-12,103,92,95,107
C/C(=N/NC(=O)c1ccoc1C)c1ccc(N2CCOCC2)cc1,106,2,106,1,106,106,105,111
CC(=O)c1ccc([N+](=O)[O-])c(CS(=O)(=O)c2ccc(Cl)cc2)c1,99,0,98,20,107,80,95,101
Cn1nnnc1SCC(=O)Nc1ccc(Cl)cn1,105,4,103,-6,107,91,100,98
O=C(O)c1ccc(Nc2ncnc3scc(-c4ccccc4)c23)cc1,97,1,96,1,96,108,98,96
CCOC(=O)C1=C(C)Nc2ccccc2N=C1NC(=O)C(c1ccccc1)c1ccccc1,108,0,101,8,101,99,105,99
CN1CCN(C2=NC(=O)/C(=C/c3cn[nH]c3-c3ccccc3)S2)CC1,107,0,101,3,98,105,111,99
c1cncc(-c2noc(CC3CCCCC3)n2)c1,92,0,99,-5,80,101,95,84
CN(Cc1ccccc1)C(=O)c1ccccc1C(=O)OCC(=O)N(Cc1ccccc1)C(C)(C)C,95,0,98,7,97,79,95,95
CCOC(=O)c1ccc(NC(=O)CSc2nnc(CNC(=O)c3c(F)cccc3Cl)o2)cc1,95,5,100,-4,108,100,99,105
O=C(COC(=O)c1cccnc1Cl)NCc1cccs1,92,1,97,9,97,78,94,101
CCc1ccc(NC(=O)CC2C(=O)N(c3ccc(OC)cc3)C(=O)N2CCOC)cc1 (stereo unspecified),109,0,106,1,109,100,98,108
COc1ccccc1NC(=S)NNC(=O)c1ccccc1,nt,0,98,-7,98,103,96,102
CCCn1c(=O)c2sccc2n2c(CCCC(=O)NCc3cccnc3)nnc12,103,0,101,7,100,89,103,105
O=C1CCCN2N=C(SCC(=O)Nc3ccc(F)cc3F)SC2=N1,104,0,103,4,105,115,104,101
Cc1csc(NC(=O)C2=COCCO2)n1,83,1,87,1,79,104,82,89
